High-throughput results from PubChem BioAssay.
KCNQ1 act – potentiators or activators of KCNQ1 channel, primary screen, cell-based, thallium flux, high-throughput; Potassium voltage-gated channel subfamily KQT member 1 (Homo sapiens), P51787; CHO-K1 KCNQ1, thallium flux FluxOR fluorescence; active compounds read high; B-score at 10 µM; 310,000 compounds, 0.35% hits; AID 2648, 2010;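 active = fluorescence ratio B-score, a plate-corrected score, at least three library SD, with initial intensity B-score within 5 SD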
Target sequence (P51787 whole entry, looked up): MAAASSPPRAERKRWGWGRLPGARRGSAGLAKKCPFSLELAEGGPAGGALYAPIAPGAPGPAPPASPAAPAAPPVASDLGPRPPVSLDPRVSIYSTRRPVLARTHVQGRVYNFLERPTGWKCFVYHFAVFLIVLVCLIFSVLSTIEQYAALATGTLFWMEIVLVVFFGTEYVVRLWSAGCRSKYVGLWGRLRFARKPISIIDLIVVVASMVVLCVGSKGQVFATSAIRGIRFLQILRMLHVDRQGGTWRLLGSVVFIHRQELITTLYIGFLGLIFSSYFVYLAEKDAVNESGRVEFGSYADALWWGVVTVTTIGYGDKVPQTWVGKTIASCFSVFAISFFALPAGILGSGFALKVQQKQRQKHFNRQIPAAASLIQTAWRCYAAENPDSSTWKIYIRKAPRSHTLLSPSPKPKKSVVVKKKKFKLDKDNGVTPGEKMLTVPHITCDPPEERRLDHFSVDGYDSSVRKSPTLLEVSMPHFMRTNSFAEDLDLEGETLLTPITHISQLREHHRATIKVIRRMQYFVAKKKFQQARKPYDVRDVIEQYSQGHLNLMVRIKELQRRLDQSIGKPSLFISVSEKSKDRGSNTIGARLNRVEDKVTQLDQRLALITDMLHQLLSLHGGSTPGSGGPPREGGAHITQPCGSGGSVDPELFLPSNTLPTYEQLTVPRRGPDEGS
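Test system: CHO-K1 cells stably expressing KCNQ1 / Medium: assay buffer / Also added: depolarizing K+/Tl+ stimulus, K2SO4 and Tl2SO4 each 12.5 mM in 5x stock / Incubation: 90 min dye loading and 20 min compound exposure, both at room temperature / Signal: thallium influx via FluxOR fluorescence, kinetic imaging / Evaluation: B score of baseline-normalized fluorescence ratio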
MrgX1 allo act – positive allosteric modulators of MrgX1, primary screen, HEK293 cells, Fluo-4 calcium flux | 310,000 compounds, 0.63% hits | Mas-related G-protein coupled receptor member X1 (Homo sapiens), Q96LB2 | B-score at 10 µM | AID 588675, 2011 | FDSS; active compounds read high;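 active = plate-corrected calcium response at least 3 library SD above typical, normal starting fluorescence, not activating the receptor alone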;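 also: compound read alongside a low EC10 to EC30 dose of BAM8-22 agonist; peak minus trough fluorescence over baseline measured at the second addition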
KCNK9 inh – KCNK9 potassium channel inhibitors, primary screen, HEK293 cells, thallium flux; FluxOR thallium flux fluorescence; active compounds read low; B-score at 10 µM; 310,000 compounds, 1.2% hits; AID 488922, 2010;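 active = ratio B-score over 3 SD below the library mean, with starting fluorescence within 5 SD of its mean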;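 also: negative B-score means less thallium flux so channel inhibition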
Target sequence (Q9NPC2 whole entry, looked up): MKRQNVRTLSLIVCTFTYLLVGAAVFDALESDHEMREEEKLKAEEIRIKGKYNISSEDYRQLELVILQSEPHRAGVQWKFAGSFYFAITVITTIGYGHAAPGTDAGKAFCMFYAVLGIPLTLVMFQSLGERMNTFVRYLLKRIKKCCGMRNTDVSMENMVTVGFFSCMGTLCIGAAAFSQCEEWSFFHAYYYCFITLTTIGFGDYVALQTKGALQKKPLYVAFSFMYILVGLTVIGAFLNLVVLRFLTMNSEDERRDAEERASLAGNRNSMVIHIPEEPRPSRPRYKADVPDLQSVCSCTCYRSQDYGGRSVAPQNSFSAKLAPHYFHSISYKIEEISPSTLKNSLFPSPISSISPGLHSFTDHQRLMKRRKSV
RGS4 pot – RGS4 potentiators or activators, primary screen, cell-based, HEK293 M3R inducible RGS4, calcium flux. carbachol calcium flux Fluo4; active compounds read low. B-score at 10 µM. 310,000 compounds, 0.92% hits;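 active = B-score of the integrated calcium signal more than 4 SD below the library mean, with starting fluorescence not abnormally high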;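 also: negative B-score means reduced calcium response which marks RGS4 activation or potentiation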
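Assay system: HEK293 FlpIn-TREx cells, stable M3R, doxycycline-inducible RGS4 / Probe or stimulus: carbachol, ECmax concentration / Times: overnight RGS4 induction, 30 min dye load 37 °C, 20 min compound RT / Signal: kinetic calcium fluorescence imaging with Fluo4-AM dye, 2 µM / Measure: Agonist-evoked peak-minus-minimum fluorescence over baseline, integrated ratio, B score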
MrgX1 ag – agonists of human MrgX1 receptor, primary screen, HEK293 cells, Fluo-4 calcium flux; Mas-related G-protein coupled receptor member X1 (Homo sapiens), Q96LB2; Fluo-4 calcium fluorescence, agonist mode; active compounds read high; B-score at 10 µM; 310,000 compounds, 0.44% hits;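 active = calcium response B-score plate-corrected fluorescence ratio at least 3 library SD, with starting fluorescence B-score inside 5 SD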
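Material: HEK293 cells stably expressing human MrgX1 receptor | Quantity: 15,000 cells per well | Times: Cells plated overnight, dye loaded 0.5 h 37 °C, 0.5 h room temperature | Measured by: Kinetic Fluo-4 NW fluorescence of intracellular calcium | Control set: Positive and negative controls per plate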
TMEM16A inh – TMEM16A chloride channel inhibitors, primary screen, cell-based, HTS. AID 588511, 2011. HEK293 TMEM16A/YFP iodide influx fluorescence, ionomycin. 310,000 compounds, 1.2% hits. Anoctamin-1 (Mus musculus), Q8BHY3. normalized B-score (activity score, 25-100; higher = stronger inhibition) at 10 µM;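 active = ratio plate-corrected score three or more library SD toward inhibition, starting fluorescence score within five deviations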;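 also: score derived from kinetic fluorescence span divided by baseline fluorescence per well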
KCNQ1 block – inhibitors of human KCNQ1 channel, primary screen, cell-based, thallium flux, high-throughput. Potassium voltage-gated channel subfamily KQT member 1 (Homo sapiens), P51787. 310,000 compounds, 1.3% hits. CHO-K1 KCNQ1, FluxOR thallium flux fluorescence; active compounds read high. B-score at 10 µM;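 active = compounds whose thallium flux B-score, printed positive for inhibition, exceeds three library SD while starting fluorescence stays within three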;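 also: channel opened by potassium depolarization with thallium stimulus after 20 min compound exposure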
hERG protect – hERG rescue from dofetilide block, primary screen, cell-based, CHO-hERG, FluxOR thallium flux, dofetilide IC70; 310,000 compounds, 0.51% hits; dofetilide IC70 present; Voltage-gated inwardly rectifying potassium channel KCNH2 (Homo sapiens), Q12809; AID 1511, 2009; activation (rescue from dofetilide block), less the hit threshold, % at 10 µM;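 active = activation above the mean of controls blocked by dofetilide plus 5 SD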;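 also: thallium influx through hERG after potassium depolarization seen as dye fluorescence rise; in these data hits start at about 4.7%; inactives centre near -7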
KCNK3 inh – human KCNK3 channel inhibitors, primary screen, CHO cells, FluxOR thallium flux, B-score. Potassium channel subfamily K member 3 (Homo sapiens), O14649. FluxOR fluorescence; active compounds read low. B-score at 10 µM. 340,000 compounds, 0.84% hits. AID 602410, 2012;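 active = B-score under library mean minus 4 SD, starting fluorescence ratio at most library mean plus 5 SD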;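 also: more negative B-score means stronger inhibition of thallium flux through KCNK3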
TMEM16A act – TMEM16A chloride channel activators or potentiators, primary screen, cell-based, HTS | 340,000 compounds, 0.3% hits | B-score at 10 µM | HEK293 TMEM16A/YFP-H148Q/I152L, iodide quench fluorescence; active compounds read low;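 active = fluorescence-ratio B-score plate-corrected deviation score at least 3 library SD below zero, with starting fluorescence score within 5 deviations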;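 also: channel opened by trigger with iodide after compound preincubation; score built on the fluorescence ratio of max minus min over baseline; more negative score means more quench and so TMEM16A activation or potentiation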
RGS4 block – RGS4 inhibitors, primary screen, cell-based, HEK293 M3R inducible RGS4, calcium flux | Fluo-4 calcium flux; active compounds read high; triggered by carbachol at its EC20 | 310,000 compounds, 0.45% hits | B-score at 10 µM | Regulator of G-protein signaling 4 (Homo sapiens), P49798;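 active = B-score, a plate-corrected calcium signal, over three deviations above library mean, with baseline fluorescence within five deviations of library mean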;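 also: RGS4 expression induced by doxycycline in cells with stable M3 receptor; B-score is computed from the integrated fluorescence ratio over baseline after carbachol; higher B-score means a larger calcium signal and so more RGS4 inhibition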
An asterisk follows results filed as active; i = inactive; x = no result given.

SMILES	KCNQ1 act	MrgX1 allo act	KCNK9 inh	RGS4 pot	MrgX1 ag	TMEM16A inh	KCNQ1 block	hERG protect	KCNK3 inh	TMEM16A act	RGS4 block
O=C(CSc1nnc(-c2cccnc2)n1Cc1ccco1)c1ccc(Br)cc1	i	i	i	i	i	i	i	-22	i	i	i
Cc1ccc(OCC(=O)NC(=S)Nc2ccc(S(=O)(=O)Nc3cc(C)on3)cc2)c(Br)c1	i	i	i	i	i	i	i	-3	i	i	i
CC(=O)Nc1ccccc1NC(=O)c1ccccc1	i	i	i	i	i	i	i	-8	i	i	i
COc1ccc(NC(=O)C2CCN(c3cnccn3)CC2)cc1OC	i	i	i	i	i	i	i	-5	i	i	i
CCC(COC)NCc1cn(-c2ccc(OC)cc2)nc1-c1cccc(F)c1 (centres undefined)	i	i	i	i	i	i	i	-15	i	i	i
Cc1ccc(OCc2ccccc2C)c([N+](=O)[O-])n1	i	i	i	i	i	i	i	-6	i	i	i
Cc1ccc(CN2CC(C(=O)Nc3cccc(C)n3)CC2=O)cc1 (centres undefined)	i	i	i	i	i	i	i	-7	i	i	i
CC(C(=O)Nc1ccc2nccnc2c1)N1C(=O)C2C3C=CC(C3)C2C1=O (centres undefined)	i	i	i	i	i	i	i	-11	i	i	i
O=C(Cn1c(=O)n(Cc2ccc(F)cc2)c(=O)c2ccccc21)NCC1CCCO1 (centres undefined)	i	i	i	i	i	i	i	-7	i	i	i
CCOc1ccccc1OC(=O)c1cc2ccccc2oc1=O	i	i	i	i	i	i	i	-12	i	i	i
O=C(Cc1cccc2ccccc12)NN1C(=O)/C(=C\c2cccnc2)SC1=S	i	i	i	i	i	i	i	-11	i	i	i
CC(Oc1ccc(Cl)cc1Cl)/C(N)=N/O (centres undefined)	i	i	i	i	i	i	i	2	i	i	i
CCCCCC[N+](C)(C)CC/C=C1/c2ccccc2Sc2ccc(Cl)cc21	i	i	-8*	-9.5*	i	i	i	-17	i	i	i
COc1ccccc1NC(=O)CN1C(=O)NC(CC(C)C)C1=O (centres undefined)	i	i	i	i	i	i	i	-13	i	i	i
COc1ccc(-c2cc(C(=O)Nc3cc(Br)ccc3O)no2)cc1	i	i	i	i	i	i	i	-3	i	i	i
CN1CCN(c2ccc(NC(=O)c3cc4ccccc4o3)cc2)CC1	i	i	i	i	i	i	i	-7	i	i	i
CCN(CC)S(=O)(=O)c1cccc(-c2nnc(SCc3ncc(-c4ccccc4)o3)n2C)c1	i	i	i	i	i	i	i	-16	i	i	i
COC(=O)N1[C@H](C)C=C[C@]1(Cc1ccccc1)C(=O)O	i	i	i	i	i	i	i	-6	i	i	i
COc1ccc(/C=C/C(=O)c2c(C)nc3ccccn23)cc1	i	i	i	i	i	i	i	-10	i	i	i
CCOc1ccccc1C(=O)NC(C(=O)NCc1ccc(F)cc1)C(C)C (centres undefined)	i	i	i	i	i	i	i	-21	i	i	i
CC1(C)CC(=O)C2=C(C1)Nc1ccccc1S2	i	i	i	i	i	i	i	-15	i	i	i
CCOc1ccc(NC(=O)c2ccc(S(=O)(=O)N3CCOCC3)cc2)cc1	i	i	i	i	i	i	i	-4	i	i	i
Cc1ccc(C(=O)NCC(=O)Nc2ccc(C)c(S(=O)(=O)Nc3ccc(Cl)cc3)c2)s1	i	i	i	i	i	i	i	-6	i	i	i
COc1cc(NC(=O)c2nnn(Cc3ccc(SC)cc3)c2N)cc(OC)c1	i	i	i	i	i	i	i	-5	i	i	i
O=C1c2ccccc2C(O)(c2ncc[nH]2)N1CCc1ccccc1 (centres undefined)	i	i	i	i	i	i	i	-6	i	i	i
Further structures
SMILES	KCNQ1 act	MrgX1 allo act	KCNK9 inh	RGS4 pot	MrgX1 ag	TMEM16A inh	KCNQ1 block	hERG protect	KCNK3 inh	TMEM16A act	RGS4 block
CCCCCC(=O)Nc1c2c(nc3ccccc13)CCC2	i	i	i	i	i	i	i	-5	i	i	i
CCN(Cc1ccccc1)C(=O)c1[nH]c2ccc(OC)cc2c1C	i	x	i	i	x	x	i	-10	i	i	i
O=C(CSc1nc(Nc2ccccc2)nc(N2CCOCC2)n1)N1CCc2ccccc21	i	i	i	i	i	i	i	-5	i	i	i
O=C(Cn1nc(-c2ccc(Cl)cc2)c2ccccc2c1=O)Nc1cccnc1	i	i	i	i	i	i	i	-8	i	i	i
COc1ccc(-c2cc3nc(CCl)[nH]c(=O)c3s2)cc1	i	i	i	i	i	i	i	-8	i	i	i
COc1ccc(NC(=O)c2cccnc2NCCc2ccccc2)cc1	i	i	i	i	i	i	i	-5	i	i	i
CCNC(=S)NNC(=O)c1ccccc1Cl	i	i	i	i	i	i	i	-10	i	i	i
O=C(O)c1cc2c(cc1NC(=O)c1ccccc1OC(F)F)OCCCO2	i	i	i	i	i	i	i	-4	i	i	i
C=CCNC(=O)/C(=C\c1ccc(Br)cc1)NC(=O)c1ccccc1OC	i	i	i	i	i	i	i	-10	i	i	i
COc1ccc(NC2CCCN(C(=O)CCc3cccc(F)c3)C2)cc1 (centres undefined)	i	i	i	i	i	i	i	-10	i	i	i
Cc1ccc(Cc2cnc(NC(=O)C3CCCO3)s2)cc1 (centres undefined)	i	i	i	i	i	i	i	-4	i	i	i
Cc1nc(-c2ccc(Cl)cc2)sc1C1(C)CC(c2ccc(Br)cc2)=NO1 (centres undefined)	i	i	i	i	i	i	i	-6	i	i	i
COC(=O)c1ccccc1S(=O)(=O)C(C)(C)C	i	i	i	i	i	i	i	-11	i	i	i
COc1ccccc1CCC(=O)OCC(=O)Nc1ccc(C)c(S(=O)(=O)N2CCCCC2)c1	i	i	i	i	i	i	i	-13	i	i	i
Cc1cccn2cc(CCNC(=O)c3ccc(Br)o3)nc12	i	i	i	i	i	i	i	-7	i	i	i
COc1cccc(NC(=O)CSCC(=O)O)c1	i	i	i	i	i	i	i	-12	i	i	i
CCc1ccc(S(=O)(=O)Nc2c(C)nc3nc[nH]n3c2=O)cc1	i	i	i	i	i	i	i	-2	i	i	i
CC(=O)Nc1ccc2[nH]ccc2c1	i	i	i	i	i	i	i	-4	i	i	i
CCOc1ccc(CN2CCN(C(=O)c3cccc(F)c3)CC2)cc1	i	i	i	i	i	i	i	-2	i	i	i
Fc1ccc(NC(=S)Nc2cc(Cl)ccc2Cl)cc1	i	i	i	i	i	i	i	-6	i	i	i
COc1ccc(C(=O)C2CCCN(Cc3c(F)ccc(F)c3F)C2)c(OC)c1 (centres undefined)	i	i	i	i	i	i	i	-4	i	i	i
COc1ccc(NC(=S)Nc2ccc(F)cc2)c(OC)c1	i	i	i	i	i	i	i	-2	i	i	i
Cc1ccccc1S(=O)(=O)Cc1ccc(C(=O)NCc2ccccc2)o1	i	i	i	i	i	i	i	-5	i	i	i
COc1ccc(NC(=O)NCCCCc2ccccc2)c(OC)c1	i	i	i	i	i	i	i	4.6*	i	i	i
Cc1ccc(OC(=O)c2cc(=O)c3ccccc3o2)cc1	i	i	i	i	i	i	i	-11	i	i	i
More entries.
SMILES	KCNQ1 act	MrgX1 allo act	KCNK9 inh	RGS4 pot	MrgX1 ag	TMEM16A inh	KCNQ1 block	hERG protect	KCNK3 inh	TMEM16A act	RGS4 block
Cc1[nH]c(C)c(S(=O)(=O)Nc2ccccc2)c1C(=O)N1CCCC1	i	i	i	i	i	i	i	-4	i	i	i
O=c1[nH]c(C2CCN(S(=O)(=O)c3ccc(S(=O)(=O)NC4CC4)cc3)CC2)nc2c1nnn2Cc1cccc(F)c1	i	i	i	i	i	i	i	0	i	i	i
CCCCCn1c(SCc2cccc(C)c2)nc2c1c(=O)[nH]c(=O)n2C	i	i	i	i	i	i	i	-7	i	i	i
CCS(=O)(=O)N1CCN(c2ccc(Cl)cc2[N+](=O)[O-])CC1	i	i	i	i	i	i	i	-1	i	i	i
COc1ccc(CCNC(=O)/C=C/C(=O)O)cc1	i	i	i	i	i	i	i	-14	i	i	i
COc1ccccc1NC(=S)NCCSc1ccc(C)cc1	i	i	i	i	i	i	i	-10	i	i	i
CCN(CCNC(=O)C1CCC(=O)N1Cc1ccc(C)cc1)c1ccccc1 (centres undefined)	i	i	i	i	i	i	i	-12	i	i	i
Cc1c(C(=O)N2CCOCC2)sc(NC(=O)c2ccc([N+](=O)[O-])cc2)c1C#N	i	i	i	i	i	i	i	-11	i	i	i
O=C(NCc1c(F)cccc1F)c1cc(COc2c(F)cccc2F)on1	i	i	i	i	i	i	i	-12	i	i	i
CCc1nc(SCC(=O)N2CCN(C(=O)c3ccco3)CC2)c2c3c(sc2n1)CCCC3	i	i	i	i	i	i	i	-2	i	i	i
COC(=O)C1(Cc2cc(-c3cccc(Br)c3)no2)CCN(C(=O)OC(C)(C)C)CC1	i	i	i	i	i	i	i	-14	i	i	i
O=C(O)CC1Sc2nnc(COc3ccc(Cl)cc3)n2N=C1c1ccccc1 (centres undefined)	i	i	i	i	i	i	i	1	i	i	i
CC(C)(C)c1cc(OC(=O)C2CCCC2)ccc1O	i	i	-8.2*	i	i	i	i	-13	i	i	i
CCOC(=O)c1cc(NC(=O)CSc2nnc(CN3CCOCC3)n2C)ccc1Cl	i	i	i	i	i	i	i	-7	i	i	i
CCC(=O)c1c(NC(CC)CO)cc(C)oc1=O (centres undefined)	i	i	i	i	i	i	i	-5	i	i	i
Cc1ccc(N=Nc2c(N)[nH]n3c(=O)c4c(nc23)CCCC4)cc1	i	x	i	i	x	x	i	-4	x	x	i
